Screening results deposited in PubChem by several laboratories.
STAT3 inh: inhibitors of IL-6 induced STAT3 signaling | U3A cells, IL-6 STAT3-luciferase reporter, luminescence; host cell line lacks STAT1 | hit rate 0.89% among 190,000 | inhibition, % at 5.5 µM;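 active = inhibition above the mean inhibition across all screened compounds plus 3 SD, cut at about 44% in these data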;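 also: 0% = DMSO only wells and 100% = 100 µM nifuroxazide control wells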
STAT3 act: activators of IL-6 induced STAT3 signaling | U3A cells, IL-6 STAT3-luciferase reporter, luminescence; 100% = signal with IL-6 EC80 alone | activation (% of control), % at 5.6 µM | hit rate 0.91% among 190,000 | AID 871;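 active = activation above the screen-wide mean of compound activation plus 3 SD, cut at about 130% in these data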;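 also: 0% = background luminescence of wells with medium and substrate only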
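Test system: Human STAT1-deficient U3A cells with stable STAT3-luciferase reporter | Also added: Interleukin-6, 33 ng/mL | Timing: Compound pre-incubation 1 h before IL-6, then 6 h stimulation at 37 °C | Technique: Luciferase reporter luminescence | Read-out: Percent of IL-6-only median luminescence | Benchmarks: IL-6-only wells as 100% reference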
ROMK primary: modulators of human ROMK potassium channel | Tet-inducible ROMK, thallium flux fluorescence; actives lie on both sides | P48048 | B-score at 10 µM | hit rate 2% among 130,000;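 active = signal ratio slope over the read window, or its plate-corrected B-score, at least 3 SD from the plate mean, either direction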;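 also: B-score of the F/F0 ratio slope over 7 to 12 s after thallium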
Target sequence (P48048 whole entry, looked up): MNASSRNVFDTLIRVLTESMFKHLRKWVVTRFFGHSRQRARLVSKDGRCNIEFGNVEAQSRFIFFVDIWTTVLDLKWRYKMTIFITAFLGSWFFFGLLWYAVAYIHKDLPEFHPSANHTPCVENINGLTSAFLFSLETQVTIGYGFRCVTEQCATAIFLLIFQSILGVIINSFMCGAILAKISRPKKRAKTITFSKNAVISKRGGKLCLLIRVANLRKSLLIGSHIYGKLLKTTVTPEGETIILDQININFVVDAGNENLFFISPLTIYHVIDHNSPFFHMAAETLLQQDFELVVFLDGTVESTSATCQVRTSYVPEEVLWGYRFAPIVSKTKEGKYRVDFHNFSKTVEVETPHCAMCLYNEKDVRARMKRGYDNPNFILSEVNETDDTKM
FLuc inhib CS: counter-screen for luciferase assay inhibitors: firefly luciferase inhibition. inhibition, % at 10 µM. P08659. ATPLite firefly luciferase biochemical luminescence, 10 min. hit rate 1.5% among 200,000;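 active = inhibition above about 50% when tested at 10 µM, limit read from the data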
Target sequence (P08659 whole entry, looked up): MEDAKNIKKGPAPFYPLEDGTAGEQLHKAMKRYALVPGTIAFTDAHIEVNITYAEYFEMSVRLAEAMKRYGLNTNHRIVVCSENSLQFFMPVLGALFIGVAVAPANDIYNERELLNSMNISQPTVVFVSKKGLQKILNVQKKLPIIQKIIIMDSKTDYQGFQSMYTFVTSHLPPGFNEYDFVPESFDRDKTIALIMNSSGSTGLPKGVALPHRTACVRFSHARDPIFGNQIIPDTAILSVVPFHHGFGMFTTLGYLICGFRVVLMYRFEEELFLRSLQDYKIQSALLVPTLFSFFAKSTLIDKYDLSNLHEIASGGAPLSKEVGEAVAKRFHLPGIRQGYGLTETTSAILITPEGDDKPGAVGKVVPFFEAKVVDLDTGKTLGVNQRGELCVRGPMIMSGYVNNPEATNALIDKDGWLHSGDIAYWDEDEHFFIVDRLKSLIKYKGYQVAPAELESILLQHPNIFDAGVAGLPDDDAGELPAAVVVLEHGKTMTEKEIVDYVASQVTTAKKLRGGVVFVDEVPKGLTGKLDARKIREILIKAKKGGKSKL
APP transl inh: APP translation inhibition; SH-SY5Y APP 5'UTR-luciferase reporter, luminescence; inhibition, % at 2 µM; hit rate 0.82% among 190,000;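 active = inhibition above a set limit, derived from the sample mean plus 3 SD, cut at about 45% in these data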; also: values of inactives mirror those of a sister screen read the other way
STAT1 blocker: reduces IFN-gamma driven STAT1 reporter signal; AID 920; hit rate 0.35% among 200,000; inhibition, % at 5.5 µM; NIH 3T3 STAT1-luciferase reporter, luminescence;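 active = inhibition above a set limit, the mean inhibition across all tested compounds plus 3 SD, cut at about 34% in these data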;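 also: 0% = IFN-gamma with DMSO and 100% = IFN-gamma with 300 µM nifuroxazide; values of inactives mirror those of a sister screen read the other way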
APP 5'UTR act: activates APP 5'UTR luciferase reporter; SH-SY5Y APP 5'UTR luciferase reporter, luminescence; zero percent = DMSO vehicle wells; activation, % at 2 µM; hit rate 1% among 190,000;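 active = activation above a set limit, based on mean plus 3 SD of controls, cut at about 140% in these data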; also: values of inactives mirror those of a sister screen read the other way
NF-kB neuron act: raises NF-kB expression in human neuronal cells. hit rate 1.6% among 190,000. NF-kB reporter expression; active compounds read high. fold change at 12.5 µM. AID 1239; in the data active = fold change above about 3.3
FLuc stim CS: affects firefly luciferase, flagging false hits in luciferase stimulation screens; 200,000 tested, under 10 active; activation factor at 10 µM; ATPlite luciferase biochemical, luminescence, 10 min; 0 = ATP-free wells, 1 = DMSO control;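 active = luciferase activation factor, scaled between plate controls, of at least 2 with compound at 10 µM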
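Assay system: Luciferase/luciferin detection reagent, cell-free biochemical luciferase assay / Also added: ATP substrate / Schedule: 10 min at ambient temperature / Measured by: luminescence measurement of luciferase light output / Benchmarks: low control with PBS replacing ATP, high control enzyme plus ATP without compound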
STAT1 activator: STAT1 signaling activation; hit rate 2.6% among 200,000; NIH 3T3 STAT1-luciferase reporter, IFN-gamma, luminescence; 100% = IFN-gamma alone, no compound; activation (% of control), % at 5.5 µM;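 active = activation above the screen-wide mean activation plus 3 SD, cut at about 130% in these data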;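 also: raw ratio to IFN-gamma control signal so 100% means no change and 0% no light; values of inactives mirror those of a sister screen read the other way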
Starred values were filed as active, the others as inactive; . = not tested or not shown. Compounds were not picked by outcome. About 7.1% of those tested had a hit in this group.

mol	STAT3 inh	STAT1 blocker	NF-kB neuron act	STAT1 activator	APP transl inh	APP 5'UTR act	FLuc stim CS	STAT3 act	ROMK primary	FLuc inhib CS
O=C(C1COc2ccccc2O1)N1CCn2c(nc3ccccc32)C1 (configuration not stated)	13.8	0.4	0.81	99.6	0.5	-0.5	1	95.7	.	0.6
CCOC(=O)C1(CC2CCCCO2)CCN(C(=O)NCc2ccccc2)CC1 (configuration not stated)	2.1	7.7	1.06	91.5	-13.8	13.8	1.1	102.7	.	-5.8
CCN(CC)C(=O)Cn1cc(S(=O)(=O)CC(=O)N2CCCCCC2)c2ccccc21	13.9	6.2	0.98	93.7	1.1	-1.1	1	97.7	-0.306	-4.9
CCn1c(=O)cc(SCC(=O)Nc2cccc(C)n2)c2ccccc21	33.4	15.4	0.89	85.2	-4.9	4.9	1	75.2	-0.0175	-4.3
CC(C)C(=O)N1CCN(c2ccccc2NC(=O)COc2ccccc2)CC1	-11.1	1.2	0.65	97.0	10.2	-10.2	1	116.3	0.0362	-3.9
COc1cc2c(cc1OC)C1=NC(=O)CN1C(SCc1ccccc1C)=N2	47.1*	12.0	0.66	89.3	4.7	-4.7	1	64.1	.	-1.3
O=C(Cc1ccccc1)Nc1ccccc1C(=O)O	-5.5	-7.7	1.36	107.1	-10.4	10.4	0.9	101.9	-0.151	5.8
N#Cc1c(N)nc(-c2ccccc2)nc1-c1ccccc1	8.6	-9.7	0.97	107.9	13.2	-13.2	1.1	98.1	-0.207	-6.0
CCn1ncc(Cl)c1C(=O)NC(=S)Nc1c(C)cc(C)cc1[N+](=O)[O-]	-2.7	9.2	1.27	91.5	-1.1	1.1	1	100.9	0.548	-3.9
COc1ccc(CNc2nc3nc(C)cc(C)n3n2)cc1	-10.4	-8.6	1.25	107.8	-17.9	17.9	1	111.3	.	2.7
COc1ccc(NS(=O)(=O)c2cc(NC(=O)C3CC3)ccc2N2CCOCC2)cc1	-4.4	-6.0	0.98	103.7	-2.1	2.1	1.1	106.9	-0.118	-8.1
O=C(NCCc1ccccc1)c1cccs1	7.0	-45.1	3.19	141.5*	-76.6	76.6	0.8	94.1	0.37	16.6
COC(=O)c1ccc(NC(=O)Nc2ccc3c(c2)nc(C)n3C)cc1	25.2	-20.9	1.07	117.3	-16.6	16.6	1	80.4	0.0329	0.6
CCN(CC)c1cc(C)c2cc(NC(=O)c3ccc(Br)o3)ccc2n1	14.6	-8.6	0.97	107.9	-8.3	8.3	1	90.5	.	-0.2
Cc1ccc(-c2nnc(SCC(=O)NNC(=O)COc3cccc4ccccc34)n2C)cc1	8.0	0.4	1.02	99.6	-8.3	8.3	1	92.1	.	-2.8
CCOCc1nnc(NC(=O)c2ccc(OC)cc2)s1	3.1	-18.6	1.37	120.6	47.0*	-47.0	0.9	100.1	-0.253	6.4
C(/C=C/C=C/Nc1ccccc1)=Nc1ccccc1	-8.4	3.8	1.08	96.5	-24.4	24.4	1	108.2	.	-2.5
CCc1nnc(NC(=O)CSc2ncnc3scc(-c4ccc(C)cc4)c23)s1	-3.4	12.9	1.13	88.4	7.4	-7.4	1.1	109.6	.	-5.8
O=C(NCC(c1ccc(F)cc1)N1CCOCC1)c1cccc(Br)c1 (configuration not stated)	1.5	2.5	1.12	96.0	-10.9	10.9	1.1	101.9	-0.0132	-5.3
COc1cc(C2C3C(C)N(C)C(=O)N(C)C3N(C)C(=O)N2C)ccc1O (configuration not stated)	-2.2	6.2	1.19	94.2	5.7	-5.7	1	105.8	.	-2.9
COC(=O)c1ccc(-n2nnnc2SCC(=O)NCc2cccc(C(=O)O)c2)cc1	8.0	-2.6	1.05	102.4	5.0	-5.0	1	95.3	0.521	-0.8
Cc1cc(=O)[nH]c(SCc2nnc(-c3ccccc3)o2)n1	-1.2	-8.0	1.18	109.0	-9.8	9.8	1	101.0	1.51	-1.8
COc1cc(-c2nc3ccccn3c2/N=C/c2ccccc2)ccc1O	10.7	-5.5	1.12	104.9	-2.8	2.8	1	95.3	.	0.3
O=C(Cn1nnc2ccccc21)NNC(=S)NC1CCCCC1	6.8	-7.1	1.07	105.3	22.4	-22.4	1	98.7	-0.739	-0.7
CN(C)c1nc(=S)nc(NCc2ccccc2)[nH]1	22.2	-6.4	1.13	103.8	9.5	-9.5	1	85.7	-0.536	-1.8
Cc1ccccc1Nc1nc(N)nc(COC(=O)c2cccc(S(=O)(=O)N(C)c3ccccc3)c2)n1	6.1	1.0	0.39	99.1	0.1	-0.1	1	98.7	-0.763	-1.5
Clc1ccc(Cc2nnc(-c3cccs3)o2)cc1	4.1	-20.4	1.48	118.5	-8.4	8.4	1.1	96.4	-0.691	-8.2
CC(C)(C)c1cc(N/C=C\c2nnnn2-c2ccc(Br)cc2)no1	0.2	-0.3	1.21	96.2	4.2	-4.2	1	101.0	.	-0.7
CN1CCN(CC#CC(C)(O)C2CC3C=CC2C3)CC1 (configuration not stated)	13.6	8.7	1.11	92.4	14.3	-14.3	1	93.7	.	-2.7
COc1ccc(C(C)(C)C)cc1S(=O)(=O)N1CCN(C)CC1	-4.0	1.8	1.14	99.3	13.0	-13.0	1.1	106.0	.	-5.0
Nn1c(SCC(=O)Nc2ccccc2)nnc1-c1cccnc1	-5.9	3.0	1.45	97.2	-10.1	10.1	1	108.2	.	-4.7
COc1ccc(OCC(=O)NC(=S)Nc2ccc(N3CCOCC3)c(Cl)c2)cc1	12.6	1.4	1.31	98.7	3.9	-3.9	1.1	92.2	1.42	-5.8
Cc1cc(N2CCN(C3CCCCC3)CC2)nc2cccc(O)c12	2.0	-2.5	0.85	103.2	-12.6	12.6	1	98.5	.	-0.6
Cc1sc(NC(=O)c2ccco2)c(C(c2cccnc2)N2CCC(C)CC2)c1C (configuration not stated)	67.7*	8.9	0.91	91.8	9.2	-9.2	1.1	45.0	.	-9.9
O=C(O)COc1ccc2c(c1)CCCC2	-3.5	-8.5	1.1	107.7	-0.7	0.7	1	103.7	0.489	-4.7
C/C(=N\NC(=O)c1ccn[nH]1)c1cn(C)nc1C	3.6	-32.2	1.84	129.1*	-55.1	55.1	0.5	100.0	0	54.1*
Cc1cc(C)cc(N(C(=O)c2nsc(Cl)c2Cl)C(C(=O)NC2CCCC2)c2ccc(O)cc2)c1 (configuration not stated)	-5.1	1.5	1.06	98.7	-25.3	25.3	1.1	103.3	0.743	-5.6
Cc1ccc(-c2cc(C(=O)N3CCN(c4ncccn4)CC3)c3cc(Br)ccc3n2)o1	1.7	-2.7	0.63	99.7	-7.3	7.3	0.9	102.6	-0.338	9.6
Cc1nc(SCc2ccccc2)nc2c1CCC2	13.3	-54.8	2.53	147.8*	-115.1	115.1	1	95.5	0.212	-1.3
Cc1ccc(Cn2ncc3c(N4CCOCC4)ncnc32)cc1	-0.8	0.7	0.79	99.3	14.4	-14.4	1.1	103.2	-1.45	-9.0
Oc1ccc(-c2nc3c4c(ncn3n2)-c2ccccc2CC42CCCC2)cc1	5.6	-7.8	0.67	107.0	13.0	-13.0	1.1	95.2	-0.0246	-8.2
CCC12CN3CC(CC)(CN(C1)C3c1ccc([N+](=O)[O-])o1)C2=O (configuration not stated)	-3.8	0.2	1.12	98.0	-1.9	1.9	1	105.3	-0.0387	-2.4
c1ccc(-c2nc3cnccn3c2Nc2ccc3c(c2)OCCO3)cc1	1.2	-4.4	1.36	104.1	-3.3	3.3	1.1	102.4	.	-7.4
CC1=CC2=NC(=O)/C(=C\c3ccc(-c4cccc(Cl)c4)o3)C(=N)N2O1	8.1	8.1	1.06	92.8	-2.5	2.5	1.1	93.3	-0.731	-6.9
CC1=NN(c2nc(-c3ccccc3)cs2)C(=O)C1N=Nc1ccccc1 (configuration not stated)	24.6	-15.3	0.98	113.0	-11.6	11.6	1	87.0	-0.000129	-4.1
COc1ccc(C(=O)OC(C)CN2CCN(C)CC2)cc1OC (configuration not stated)	6.7	-4.5	1.26	104.1	5.8	-5.8	1.1	98.6	-0.23	-8.7
Cn1c(SCC(=O)O)nnc1C1CCCCC1	0.0	-1.1	1.02	101.0	-5.1	5.1	1.1	102.2	.	-7.1
CC1CCCCC1NC(=O)COC(=O)Cc1ccc(Br)cc1 (configuration not stated)	1.3	2.8	1.44	97.1	3.2	-3.2	1.1	105.6	-0.577	-9.2
Cc1cccc(NC(=O)CCCN2C(=S)NC(C)(C)CC2C)c1C (configuration not stated)	-0.1	0.0	0.9	98.6	-14.5	14.5	1.1	106.0	0.0497	-6.3
O=c1[nH]c(=O)n(-c2ccccc2)c2c1C(C(F)(F)F)(C(F)(F)F)N=C(CCC1CCCCC1)N2	3.0	4.0	0.92	96.5	-23.6	23.6	0.9	95.5	-3.44*	6.0
Cc1ccc(C(=O)NCc2ccc3c(c2)OCO3)cc1S(=O)(=O)N1CCCCC1	15.7	6.1	0.96	94.3	0.6	-0.6	1	90.3	-1.76	-1.6
COc1ccc(OC)c(C(=O)c2coc3ccc(O)c(CN4CCOCC4)c23)c1	3.9	-0.7	0.91	100.6	-5.0	5.0	1	100.3	.	-3.1
COC(=O)c1c[nH]n2c(=O)cc(CCl)nc12	7.9	6.2	1.31	94.3	-9.4	9.4	1.1	97.0	.	-7.0
O=C(CCSc1nnc2ccc3ccccc3n12)Nc1ccc(F)cc1	24.6	7.8	1.09	92.9	3.1	-3.1	1	79.5	0.669	-1.0
Cc1ccc(NC(=O)CSc2nnc(C(F)(F)F)n2C)cc1[N+](=O)[O-]	12.2	-0.6	0.93	100.5	-14.3	14.2	1	88.6	.	-1.3
CCOc1ccc(S(=O)(=O)n2cc(-c3ccccc3)c(N)n2)cc1	2.7	-2.8	1.1	102.5	-24.6	24.6	1	100.7	.	1.2
CC1S/C(=C(\C#N)C(=O)NCc2ccco2)N(c2ccc(F)cc2)C1=O (configuration not stated)	0.7	5.8	1.32	94.8	-8.4	8.4	1.1	106.1	.	-8.8
CCOc1ncccc1C(=O)N=C1SCCN1C(=O)c1cccnc1OCC	0.6	2.4	1.03	97.4	9.4	-9.4	1	102.8	0.756	-4.3
O=C(O)CC(SCc1ccc(C(=O)O)o1)C(=O)O (configuration not stated)	11.1	-0.9	1.24	100.9	-4.2	4.2	1.1	95.3	0.684	-5.1

Reformatted as labelled records: entries from further up
COC(=O)c1c[nH]n2c(=O)cc(CCl)nc12
  STAT3 inh: 7.9 | STAT1 blocker: 6.2 | NF-kB neuron act: 1.31 | STAT1 activator: 94.3 | APP transl inh: -9.4 | APP 5'UTR act: 9.4 | FLuc stim CS: 1.1 | STAT3 act: 97.0 | ROMK primary: . | FLuc inhib CS: -7.0
O=C(CCSc1nnc2ccc3ccccc3n12)Nc1ccc(F)cc1
  STAT3 inh: 24.6 | STAT1 blocker: 7.8 | NF-kB neuron act: 1.09 | STAT1 activator: 92.9 | APP transl inh: 3.1 | APP 5'UTR act: -3.1 | FLuc stim CS: 1 | STAT3 act: 79.5 | ROMK primary: 0.669 | FLuc inhib CS: -1.0
